From PubChem
H9c2 protect = cardioprotection against H2O2-induced cell death, primary screen, uHTS, H9c2 cells, ATPLite luminescence; H9c2 cardiomyocytes, H2O2 injury protection, 2 h; protection from H2O2 cell death, % at 20 µM; 0.63% of 360,000 active; AID 588492, 2011;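 active = compounds giving at least 50% protection of heart cells from peroxide-induced death in the single-dose screen, raw or plate-pattern-corrected value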;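 note: 0% = DMSO wells with peroxide and 100% = DMSO wells without peroxide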
PDI turbidity = inhibitors of human PDI, primary screen, biochemical, turbidity, single point, plate reader; Protein disulfide-isomerase (Homo sapiens), P07237; inhibition, % at 10 µM; PDI insulin aggregation turbidity, A650, 90 min; AID 588391, 2011; 0.052% of 350,000 active;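 active = mean inhibition across replicates of 30% or more, whatever share of single replicates reach that level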;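 note: absorbance from insulin aggregation driven by PDI reduction with DTT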
Target sequence (P07237 whole entry, looked up): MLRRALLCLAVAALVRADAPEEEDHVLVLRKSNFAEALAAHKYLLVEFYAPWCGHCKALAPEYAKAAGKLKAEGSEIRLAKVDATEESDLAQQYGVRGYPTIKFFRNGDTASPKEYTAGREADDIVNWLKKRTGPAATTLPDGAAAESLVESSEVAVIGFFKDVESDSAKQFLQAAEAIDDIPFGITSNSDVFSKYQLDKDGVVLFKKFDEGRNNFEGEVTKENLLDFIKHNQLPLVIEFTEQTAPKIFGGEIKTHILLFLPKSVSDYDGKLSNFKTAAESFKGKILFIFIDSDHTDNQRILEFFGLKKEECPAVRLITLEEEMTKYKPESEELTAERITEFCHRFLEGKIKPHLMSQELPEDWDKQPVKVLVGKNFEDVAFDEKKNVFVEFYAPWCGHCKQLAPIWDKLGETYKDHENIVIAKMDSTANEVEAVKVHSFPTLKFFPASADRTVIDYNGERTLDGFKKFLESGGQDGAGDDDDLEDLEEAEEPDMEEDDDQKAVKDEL
aDG glyco act = activators of alpha-DG glycosylation, primary screen, uHTS, Pro5-aDG cells, AlphaScreen; AID 624168, 2012; activation, % at 10 µM; alpha-DG glycosylation AlphaScreen (IIH6); 0% Pro5, 100% B10-LARGE cell signal; 0.22% of 360,000 active;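 active = activation of at least 8% versus controls, or a plate z-score of at least 8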;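 note: Pro5 are CHO cells carrying HIG-tagged alpha-DG that lacks glycosylation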
MC4R antag cAMP = MC4R antagonists of cAMP signaling, primary screen, cell-based, TR-FRET, antagonist arm of biased-ligand search | Melanocortin receptor 4 (Homo sapiens), P32245 | MC4R-expressing cells, MTII-stimulated cAMP, LANCE TR-FRET | inhibition, % at 6.5 µM | 0.48% of 360,000 active | AID 540295, 2011;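 active = inhibition above its plate's cutoff, the mean of tested wells on that plate plus 3 SD, cut at about 29% in these data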;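 note: 0% = Melanotan II alone and 100% = Melanotan II plus saturating MCL0020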
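Assay system: U2OS-MC4R stable cell line; Also added: Melanotan II; Technique: Eu-cAMP/anti-cAMP TR-FRET, emission 671 nm; Times: 30-min compound, 1-h challenge, 1-h detection, room temperature.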
ABCB6 inh 2 = ABCB6 transporter inhibitors, primary screen, K562-ABCB6 cells, flow cytometry, MLPCN library. ATP-binding cassette sub-family B member 6 (Homo sapiens), Q9NP58. K562-ABCB6 porphyrin accumulation, 1 h; active compounds read low. fluorescence ratio to DMSO, % at 10 µM. 0.19% of 360,000 active;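 active = fluorescence ratio to DMSO below 75%, the collection mean minus 3 SD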;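 note: signal is porphyrin accumulated inside mitochondria; 100% equals median channel fluorescence of DMSO control wells; lower ratio means ABCB6 inhibition with less porphyrin fluorescence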
HTR2A ag = mouse Htr2a agonists via beta-arrestin recruitment, primary screen, cell-based, luminescence | 5-hydroxytryptamine receptor 2A (Mus musculus), P35363 | CHO-K1 mHTR2A beta-arrestin complementation; percent of 30 µM serotonin response | activation, % at 7.6 µM | 0.66% of 360,000 active;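 active = activation above a run cutoff, the mean activation of all tested compounds plus 3 SD, cut at about 14% in these data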;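 note: 0% = plate median of compound wells and 100% = 30 µM serotonin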
Target sequence (P35363 whole entry, looked up): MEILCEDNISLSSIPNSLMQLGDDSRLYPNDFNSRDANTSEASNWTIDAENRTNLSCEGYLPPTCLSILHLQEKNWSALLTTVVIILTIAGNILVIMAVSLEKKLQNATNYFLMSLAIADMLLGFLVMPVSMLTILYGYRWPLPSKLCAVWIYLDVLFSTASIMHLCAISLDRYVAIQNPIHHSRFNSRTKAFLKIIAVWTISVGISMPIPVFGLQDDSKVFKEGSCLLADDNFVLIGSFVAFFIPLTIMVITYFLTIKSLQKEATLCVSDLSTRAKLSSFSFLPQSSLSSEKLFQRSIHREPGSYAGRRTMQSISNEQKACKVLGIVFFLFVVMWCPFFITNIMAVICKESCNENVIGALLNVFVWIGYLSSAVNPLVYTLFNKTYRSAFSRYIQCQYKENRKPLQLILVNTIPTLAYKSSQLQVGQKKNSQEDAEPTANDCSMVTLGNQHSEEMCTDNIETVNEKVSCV
Glyco luc inh = increase of ERlucT glycosylation luciferase signal, primary screen, N-linked glycosylation inhibitor project, D54 ERlucT cells, luminescence, set 2. D54 ERlucT glycosylation luciferase reporter, 24 h; percent of 100 nM tunicamycin response. reporter increase, % at 12.5 µM. 0.23% of 360,000 active;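 active = mean luciferase reporter signal, scaled so untreated is 0 and the glycosylation-blocking control 100, at or above a set limit in every replicate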;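 note: luciferase carries N-glycosylation sites so blocking glycosylation raises the light; 0% = median of neutral control wells and 100% = median of 100 nM tunicamycin wells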
MC4R barr agon = MC4R agonists recruiting beta-arrestin, primary screen, cell-based, luminescence, agonist arm of biased-ligand search; U2OS MC4R beta-arrestin complementation; percent of melanotan II response, DMSO zero; activation, % at 8.9 µM; 0.98% of 360,000 active;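 active = activation above a per-plate cutoff, the mean activation of sample wells on that plate plus 3 SD, cut at about 8% in these data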
CaV13 ICDI inh = Disruptors of the CACNA1D IQ motif to Ca2+-dependent inactivation inhibitor domain association, primary screening, Förster resonance energy transfer in intact living … | AID 743397 | 0.098% of 340,000 active | HEK cells, CFP/YFP FRET ICDI-IQ, plate reader, 10 min; percent FRET-ratio fall versus neutral wells | inhibition, % at 12.3 µM;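 active = mean replicate inhibition of at least 30% and at least 1% of replicates passing that level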;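 note: 0% = median of the neutral control wells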
Vif inh = HIV Vif self-association inhibitors, primary screen, imaging, HEK293T, single point | HEK293T cells, Vif self-association by quenched fluorescence, 24 h | inhibition, % at 7.49 µM | 0.35% of 340,000 active; in the data active = inhibition above about 50%, passing the limit was not always enough; note: some results filed as inactive read as strong as hits
An asterisk follows results filed as active; x = no result given.

structure	H9c2 protect	PDI turbidity	aDG glyco act	MC4R antag cAMP	ABCB6 inh 2	HTR2A ag	Glyco luc inh	MC4R barr agon	CaV13 ICDI inh	Vif inh
COc1ccc(-n2c(C)nc3sc4c(c3c2=O)CCC4)cc1	-1.7	-0.4	-0.1	6.9	102.0	0.7	0.0	0.5	-5.0	0.1
CCC(C)NC(=O)c1ccccc1NC(=O)CN1C(=O)c2ccccc2S1(=O)=O (stereo not drawn)	4.3	-4.8	-0.1	-1.3	105.0	1.6	1.9	-0.1	2.4	-1.6
Cc1cc(C)nc(SCc2nnc(SCC(=O)Nc3c(C)cccc3C)o2)n1	1.9	-1.6	-0.1	10.7	102.0	1.7	0.2	-1.4	x	-9.2
COc1cccc(NC(=O)c2ccco2)c1	-5.2	-0.8	-0.1	-0.7	88.0	1.4	-1.5	-1.2	0.3	12.7
CC(=O)c1ccc(N2CCN(c3ccc4cc(S(=O)(=O)N5CCC(C)CC5)ccc4n3)CC2)cc1	-7.7	-7.6	0.3	15.7	108.0	-1.6	19.1	0.3	-14.0	-3.6
CC(C)c1ccc(CN(C(=O)/C=C/c2ccco2)C2CCS(=O)(=O)C2)cc1 (stereo not drawn)	3.9	4.9	0.0	0.2	103.0	-2.9	0.3	2.8	-2.7	-8.0
Cc1cccc(N2CCN(C(=O)c3cn(C)c(=O)c4c3c3ccccc3n4C)CC2)c1C	10.0	0.0	0.7	-2.8	127.0	-0.3	2.6	4.0	-8.9	1.7
COc1ccc(CCNC(=O)Cn2c(=O)oc3ccccc32)cc1OC	-4.1	-0.5	0.0	1.4	98.0	2.4	0.5	2.1	-6.9	0.6
COc1ccc(-c2cc(=O)c3ccc(O)cc3o2)cc1	1.6	x	-0.1	-24.9	105.0	-1.5	-0.6	-0.4	x	13.6
CCOC(=O)c1cc(-c2cccc([N+](=O)[O-])c2)nc2[nH]c(=O)[nH]c(=O)c12	25.8	-2.4	-0.4	21.2	102.0	0.7	5.0	-2.9	-4.8	-2.7
O=C(NC(=S)NCCN1CCOCC1)c1ccccc1Cl	7.5	-3.7	-0.2	-7.8	89.0	0.1	1.1	1.7	x	6.3
Cc1ccc(NC(=O)C2CC(=O)n3c(nc4ccccc43)N2)cc1 (stereo not drawn)	7.8	-1.9	0.0	3.4	95.0	0.5	0.2	2.3	-7.4	1.3
C[C@H](NS(=O)(=O)c1ccc(F)cc1)C(=O)OCC(=O)c1c(N)n(C)c(=O)n(C)c1=O	8.6	3.5	0.0	8.2	99.0	3.8	-0.1	-0.3	-2.3	-1.3
CCCCNC(=O)Cn1c2c(c(-c3ccccc3Cl)cc1=O)CCC2	1.6	x	-0.2	0.9	100.0	0.2	-3.6	0.9	-3.5	x
COc1cc2c(cc1OC)-c1cc(Nc3ccc(F)cc3)nc(=O)n1CC2	7.8	-18.8	-0.2	-9.1	98.0	0.1	1.7	-0.8	-17.5	-5.3

Record cards, as listed above. Screens in order: H9c2 protect	PDI turbidity	aDG glyco act	MC4R antag cAMP	ABCB6 inh 2	HTR2A ag	Glyco luc inh	MC4R barr agon	CaV13 ICDI inh	Vif inh
`COc1ccc(CCNC(=O)Cn2c(=O)oc3ccccc32)cc1OC` across the screens: -4.1	-0.5	0.0	1.4	98.0	2.4	0.5	2.1	-6.9	0.6
`COc1ccc(-n2c(C)nc3sc4c(c3c2=O)CCC4)cc1` across the screens: -1.7	-0.4	-0.1	6.9	102.0	0.7	0.0	0.5	-5.0	0.1
`Cc1cc(C)nc(SCc2nnc(SCC(=O)Nc3c(C)cccc3C)o2)n1` across the screens: 1.9	-1.6	-0.1	10.7	102.0	1.7	0.2	-1.4	x	-9.2

(cont.)
structure	H9c2 protect	PDI turbidity	aDG glyco act	MC4R antag cAMP	ABCB6 inh 2	HTR2A ag	Glyco luc inh	MC4R barr agon	CaV13 ICDI inh	Vif inh
Cc1ccc2c(-c3ccc([N+](=O)[O-])cc3)cc(=O)[nH]c2c1	-17.5	1.4	-0.1	-7.2	97.0	0.4	-2.7	-0.5	-6.6	-5.3
O=C1CCN(C(=O)c2ccc(Cl)cc2)N1	-2.1	-1.2	-0.3	6.9	99.0	4.8	3.0	0.4	-1.6	0.3
CCCC(=O)N1CCN(c2nc3ccc(Cl)cc3s2)CC1	-10.6	2.7	0.4	8.8	95.0	4.1	-3.0	-1.0	-5.2	-10.4
N#CCCN1CCN(S(=O)(=O)c2ccc(S(=O)(=O)N3CCOCC3)cc2)CC1	9.3	x	-0.1	-4.9	101.0	1.4	0.1	-0.8	-9.3	-1.2
COc1ccccc1CN1C(=O)C(=O)N(Cc2cccc(C)c2)C1=O	-0.4	-1.8	-0.2	-1.3	93.0	-3.2	0.2	0.4	-6.5	-0.4
COc1ccc(C(C)NC(=O)CCc2ccccc2)cc1 (stereo not drawn)	-4.8	-0.6	0.0	5.0	97.0	1.0	-1.6	-1.5	-2.9	-17.0
COc1ccc(N(C)C(=O)Cc2c(C(=O)O)[nH]c3ccccc23)cc1	12.6	4.6	-0.1	5.4	97.0	5.9	1.9	-0.6	-5.4	-2.0
Oc1ccc(Cl)cc1C=NN1CCCCCC1	-9.4	5.6	-0.3	3.2	101.0	4.9	-4.0	0.0	-18.0	4.0
CC(=O)Nc1ccc(-n2nnnc2SCC(=O)NC2CCCC2)cc1	-1.0	-76.1	0.1	0.7	97.0	-5.0	-1.0	-0.7	-5.5	-2.4
COc1ccccc1C1NC(c2ccccc2OC)C(C)C(=O)C1C (stereo not drawn)	-4.2	4.1	0.3	7.5	96.0	-1.4	0.1	-1.9	-8.7	10.4
Cc1ccc(O)c(C(=O)c2cnc3onc(-c4ccc(F)cc4)c3c2)c1	-7.6	-8.4	-0.3	2.8	97.0	-0.1	1.2	0.1	-3.1	-5.8
COc1ccc(NC(=O)CN(C)C(=O)c2ccc(N3CCCCCC3)c([N+](=O)[O-])c2)cc1	-11.3	7.4	-0.2	5.3	99.0	-2.7	-3.0	-0.1	-2.2	-3.3
CCc1ccc(NC(=O)C(=O)NCC2CCCN2S(=O)(=O)c2ccccc2)cc1 (stereo not drawn)	-3.0	5.4	0.3	3.0	98.0	0.2	-4.5	-1.3	-3.5	-2.4
CCC(C)(C(=O)NC1CCCCC1)N(C(=O)C1CCC(=O)N1)c1ccccc1 (stereo not drawn)	-0.4	4.4	0.0	-1.4	102.0	2.5	2.5	-1.6	-4.7	-0.1
Cc1[nH]nc(SCC(=O)NC(C)c2ccccc2)c1[N+](=O)[O-] (stereo not drawn)	-9.2	5.1	0.1	6.5	102.0	1.8	-0.3	-1.8	-8.4	-4.3

(more compounds)
structure	H9c2 protect	PDI turbidity	aDG glyco act	MC4R antag cAMP	ABCB6 inh 2	HTR2A ag	Glyco luc inh	MC4R barr agon	CaV13 ICDI inh	Vif inh
Cc1ccc(/C=C2/Sc3ccc(C(=O)NCc4ccccn4)cc3NC2=O)cc1	-2.9	14.4	0.3	12.8	102.0	-11.5	-2.9	-0.7	-3.1	-4.0
CCOC(=O)Cn1nc(C)n(-c2ccc(Br)cc2)c1=O	-1.9	14.7	0.2	-2.6	106.0	3.0	3.0	1.8	11.3	-5.2
C=CCn1c(SCC(=O)Nc2ccc(NC(=O)c3ccco3)c(OC)c2)nnc1-c1ccncc1	14.9	-6.0	-0.4	3.9	102.0	3.5	-1.0	-1.1	-5.4	-9.9
O=S1OCCN1c1ccccc1 (stereo not drawn)	1.8	15.2	-0.3	3.7	97.0	-1.5	1.0	-0.1	-6.3	5.2
CC(C)(C)c1nc(SCC(=O)Nc2ccc3c(c2)OCCO3)c2ccccc2n1	-4.6	13.7	0.1	-2.3	95.0	-1.3	1.8	5.3	-7.7	-2.4
CC12CCC3C(CCC4CC(O)CCC43C)C1CC(=O)C2 (stereo not drawn)	17.4	2.4	-0.2	4.2	99.0	2.7	-2.4	0.8	-4.9	-11.9
CC1=C/C(=N\NC(=O)c2ccc(O)cc2)CC1	7.9	-3.4	0.2	3.9	99.0	1.2	-0.1	-0.1	0.3	19.2
COCCNC(=O)C(OC(=O)c1ccco1)c1ccccc1F (stereo not drawn)	-0.7	-3.5	-0.2	8.2	98.0	-2.2	0.5	1.0	-2.9	11.3
CCOc1ccc(C(C)=O)cc1N1C(=O)C2C3C=CC(C3)C2C1=O (stereo not drawn)	-7.0	4.5	-0.2	7.3	95.0	2.0	1.8	-2.1	-5.8	10.6
Cc1cc(C)cc(C(=O)Nc2ccc(NC(=O)c3cccs3)cc2)c1	49.4*	-3.1	0.9	13.2	86.0	-2.2	x	2.0	x	x
Cn1c(=O)oc2cc(S(=O)(=O)Nc3ccc(F)cc3)ccc21	-2.9	-2.1	0.0	-0.6	99.0	-6.6	-0.1	-0.5	-4.3	-17.7
CCN(CC)CCCNC(=O)CCC(=O)Nc1ccc2nc(N3CCC(C)CC3)cc(C)c2c1	-0.3	0.4	0.7	37.0*	98.0	-3.9	0.8	-0.3	-31.0	12.1
Cc1ccc(CN2CCC(n3nccc3NC(=O)CCCc3ccccc3)CC2)o1	2.1	-4.5	0.0	-0.7	93.0	-0.8	-2.2	-0.6	-3.2	3.9
Cc1cc(OCC(=O)N(C)Cc2ccccc2)cc(C)c1Cl	-0.1	6.0	0.2	12.4	98.0	-0.2	0.2	2.7	-6.4	-3.0
Cn1c(=O)c(Sc2ccccc2)c(O)c2ccccc21	1.0	1.4	0.1	3.5	102.0	-2.4	2.4	-2.2	-4.5	1.2

(further entries)
structure	H9c2 protect	PDI turbidity	aDG glyco act	MC4R antag cAMP	ABCB6 inh 2	HTR2A ag	Glyco luc inh	MC4R barr agon	CaV13 ICDI inh	Vif inh
O=C(NC1CCCCC1)OC1CC2CC1[C@H]1CCCCN1C2=O (stereo partly drawn)	x	x	-0.2	x	105.0	6.8	x	x	-3.5	x
CCCCn1c(N)c(N(CC(C)C)C(=O)c2oc3ccc(Br)cc3c2C)c(=O)[nH]c1=O	-1.2	-4.1	0.0	-1.9	90.0	1.2	-2.8	-1.3	-5.5	-3.2
O=C(CCC(=O)N1CCN(S(=O)(=O)c2ccc3ccccc3c2)CC1)NCC(F)(F)F	-0.8	8.9	0.0	0.5	96.0	5.2	1.1	-1.5	-3.5	-5.3
Cc1c(CN2CCN(c3cccc(C(F)(F)F)c3)CC2)c(=O)n(-c2ccccc2)n1C	-2.5	-3.9	0.2	0.3	87.0	-6.2	-2.9	0.7	-4.2	-0.1
O=C(NC1CCCCCC1)c1cccc(S(=O)(=O)N2CCOCC2)c1	2.2	-5.7	0.0	4.4	101.0	7.7	-1.3	-3.0	-6.8	-3.3
CC(C)OCCCNc1ncc2c(n1)CC(c1ccccc1)CC2=O (stereo not drawn)	-3.0	5.4	0.3	-0.5	102.0	-3.7	0.0	-2.9	-0.3	2.3
